Screens (PubChem)
AMA1 RON2 block – AMA1-RON2 (P. falciparum) interaction inhibition; AlphaScreen AMA1-biotinylated RON2 peptide binding; Potency, µM (top dose mostly 58.2 µM), for the others: at the top dose activity change, negative = inhibition, most hits filed as inhibitors; 0.2% of 360,000 active; AID 720542;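 further: potency means the concentration at half of the fitted maximal effect; 0% = vehicle wells and -100% = peptide control; nearly all actives have a fitted effect of over 45% in size; some results filed as inactive show a strong effect at the top dose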
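AMA1 (3D7) with his tag at 25 nM final met compounds first, then biotinylated RON2 peptide at 25 nM; detection used donor plus acceptor beads, 10 µg/mL apiece, read by AlphaScreen after 30 min at room temperature.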
HCMV antiviral – human cytomegalovirus inhibition. HFF cells, HCMV-luciferase reporter, 72 h; stronger effect = lower value. 4.5% of 410,000 active. AID 1259415. activity change, negative = inhibition, % at 57.5 µM; in the data active means activity change below about -60%; inconclusive means no clear call, values can overlap the other calls; inactive means above about -39%; further: on the % scale 0 is the no-effect control and ±100 the full control effect
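Cell-based, HFFs, 1000 cells/well, 16 h 37C; cpds in DMSO + HCMV-luc, MOI 1 PFU/cell; 72 h 37C; OneGlo luminescence after 5 min RT; norm. to buffer vs Salinomycin 10uM.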
Giardia FBPA inh – blocks Giardia fructose-bisphosphate aldolase activity | A8B2U2 | purified Giardia FBPA | Potency, µM (doses to about 59.6 µM), for the others: at the highest dose activity, negative = inhibition, hits mostly inhibitors | 0.71% of 290,000 active; further: potency means the concentration at half of the fitted maximal effect; on the % scale 0 is the no-effect control and ±100 the full control effect; nearly all actives have a fitted effect of over 55% in size
Target sequence (A8B2U2 whole entry, looked up): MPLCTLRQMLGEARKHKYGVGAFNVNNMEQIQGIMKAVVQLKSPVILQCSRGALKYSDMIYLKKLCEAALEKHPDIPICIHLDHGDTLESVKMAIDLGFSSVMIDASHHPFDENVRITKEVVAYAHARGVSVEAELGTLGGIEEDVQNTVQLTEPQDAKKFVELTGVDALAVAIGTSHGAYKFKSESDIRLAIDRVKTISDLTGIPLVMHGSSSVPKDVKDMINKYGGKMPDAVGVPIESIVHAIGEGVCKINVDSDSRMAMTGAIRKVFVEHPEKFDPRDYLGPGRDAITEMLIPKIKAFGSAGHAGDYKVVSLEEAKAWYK
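40 nM FBPA preincubated 10 min at RT with compound (up to 57.5 uM final), then substrate plus GAPDH/TPI/NAD/arsenate coupling and diaphorase/resazurin added. Fluorescence read after 20 min at RT, 525/598 nm.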
AmpC no deterg – AmpC beta-lactamase inhibition without detergent; P00811; AmpC nitrocefin hydrolysis, absorbance 480 nm, 0.0001% Triton; Potency, µM (titrated, usually from 57.1 µM), without a hit: top-dose activity change, negative = inhibition, hits mostly inhibitors; 0.52% of 330,000 active; AID 485341;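 further: potency means the concentration at half of the fitted maximal effect; plate controls were no compound for no effect and no enzyme for full effect; nearly all actives have a fitted effect of over 20% in size; some results filed as inactive show a strong effect at the top dose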
Target sequence (P00811 whole entry, looked up): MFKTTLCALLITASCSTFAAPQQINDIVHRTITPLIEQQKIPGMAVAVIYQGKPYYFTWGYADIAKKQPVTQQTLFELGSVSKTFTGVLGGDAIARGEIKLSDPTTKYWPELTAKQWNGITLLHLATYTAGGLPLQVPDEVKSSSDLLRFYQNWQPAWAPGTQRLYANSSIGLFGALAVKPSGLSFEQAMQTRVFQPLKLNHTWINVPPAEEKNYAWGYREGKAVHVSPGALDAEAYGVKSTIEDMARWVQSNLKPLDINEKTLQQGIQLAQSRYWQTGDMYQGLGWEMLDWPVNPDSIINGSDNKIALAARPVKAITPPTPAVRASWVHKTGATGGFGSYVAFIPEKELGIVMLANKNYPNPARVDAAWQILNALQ
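20 mM phosphate pH 7.0 + 0.01% (detergent screen) or 0.0001% Triton X-100; 5.3 nM AmpC reagent; cpd preinc 15 min RT; nitrocefin (800 uM stock) to start; A480 q20 s × 4 min; Activity was normalised to no-enzyme and no-compound control wells.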
Cycloheximide cs – counter-screen hit for Shiga toxin inhibitors, cycloheximide; cell reporter, cycloheximide protein synthesis inhibition counterscreen; max response, %; 12% of 300,000 active; in the data active means max response mostly above about 13%, no sharp cut-off; inactive means mostly below about 14%; further: read at 38.3 µM for the half of the compounds with a filed dose; 0% is about no effect
Shiga inhibitor – inhibitors of Shiga toxin in Vero cells. Vero cells, Shiga toxin protein synthesis inhibition reporter. inhibition, % at 38.7 µM. 9.2% of 290,000 active. AID 2315; in the data active means inhibition mostly above about 28%, no sharp cut-off; inactive means mostly below about 43%; further: 0% is about no effect
AmpC inh detg – inhibitors of E. coli AmpC beta-lactamase with detergent. P00811. AmpC hydrolysis of nitrocefin, absorbance 480 nm, 0.01% Triton. Potency, µM (series often up to 114 µM), for inactives: top-dose activity change, negative = inhibition, usual class: inhibitors. 0.041% of 370,000 active. AID 485294;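 further: potency means the concentration at half of the fitted maximal effect; 0% = no-compound wells and -100% = no-enzyme wells; nearly all actives have a fitted effect of over 25% in size; some results filed as inactive show a strong effect at the top dose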
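20 mM phosphate pH 7.0 + 0.01% (detergent screen) or 0.0001% Triton X-100; 5.3 nM AmpC reagent; cpd preinc 15 min RT; nitrocefin (800 uM stock) to start; A480 q20 s × 4 min; Activity was normalised to no-enzyme and no-compound control wells.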
* marks the source's active call; other numbers are inactive results; ? = inconclusive; . = no result given; [ ] = remark or other dose. Unless noted, the call rests on the fitted dose curve; in most records, active means well fitted curve in the direction sought with a large enough effect; inconclusive means small, poorly fitted or top-dose-only effect, or another doubt; inactive means no such curve, though single readings can be large; an effect the other way counts as inactive or inconclusive.

SMILES	AMA1 RON2 block	HCMV antiviral	Giardia FBPA inh	AmpC no deterg	Cycloheximide cs	Shiga inhibitor	AmpC inh detg
COc1cccc(N(CC(=O)NC2CCCCC2)C(=O)c2snc(C(N)=O)c2N)c1	6%	8	6%	-25%	0	17	5%
CCOP(=S)(OCC)SCC(=O)NC(C)(CC)C(=O)O (stereo unspecified)	-2%	39	9%	-15%	6	16	?
CN(C)C(=S)NC(=O)C12CC3CC(C)(CC(C)(C3)C1)C2	78%[activator]	7	-9%	15%	1	-12	2%
COc1ccc(-c2cc(C(F)(F)F)c(C#N)c(SCC(=O)Nc3nc(C)co3)n2)cc1	33%[activator]	26	3%	-14%	-5	-24	2%
COc1ccc(OC)c(NC(=O)COc2ccc(Br)cc2)c1	?	-16	-5%	-20%	-1	-1	-3%
COCCC(=O)N1CCC(Oc2ccc(C(=O)N3C[C@H]4CC[C@H]3C4)cc2)CC1	-6%	-2	.	-4%	-2	5	-5%
Nc1c(C(=O)C2CC2)sc2nc3c(cc12)CCC3	23%	0	-2%	-6%	43*	66*	-2%
O=C(CCS(=O)(=O)c1ccc(Cl)cc1)Oc1ccc2c(c1)OCO2	5%	31	-1%	-31%	-2	-8	?
C/C=C/COC(=O)C1=C(C)NC(=O)NC1c1ccc2c(c1)OCO2 (stereo unspecified)	-1%	-38	0%	-20%	-2	.	-21%
Cc1ccc(NC(=O)COc2coc(CN3CCc4ccccc4C3)cc2=O)c(C)c1	1%	-25	.	69%[activator]	.	.	?
O=C(Cc1c(F)cccc1Cl)Nc1cc(S(=O)(=O)N2CCOCC2)ccc1N1CCCC1	-12%	?	.	-35%	.	.	.
CC(c1ccccc1F)n1cc(C(=O)NCCCc2nc3ccccc3[nH]2)nn1 (stereo unspecified)	3%	5	1%	-5%	-3	57	-7%
COc1cccc(NC(=O)CN(C)C(=O)c2cn(-c3ccccc3)nc2-c2cccnc2)c1	5%	-1	.	47%	.	.	6%
COCCNC(=O)c1cc2cc3ccc(OC)cc3nc2o1	13%	21	2%	-4%	42*	50	-2%
O=C(NC1CCN(Cc2ccccc2)C1)c1cccc(S(=O)(=O)N2CCOCC2)c1 (stereo unspecified)	1%	-20	.	-19%	.	.	-13%
C[C@@H]1OC(Nc2ccc(N=Nc3ccccc3)cc2)[C@H](O)[C@H](O)[C@H]1O (stereo partly specified)	-23%	?	5%	19%	35*	52*	-5%
O=C1/C(=C/c2cccnc2)SC(=NCc2ccccc2)N1Cc1ccccc1	8%	-15	8%	-19%	4	2	1%
c1csc(-c2nc(N3CCCCC3)no2)c1	11%	1	7%	-18%	37*	82*	3%
COn1c2c(c3c4no[n+]([O-])c4ccc31)CCCC2	1%	?	-5%	-13%	6	12	-1%
O=C(Nc1ccc(F)cc1F)C1CCN(c2ncnc3c2sc2cccc(F)c23)CC1	-4%	4	2%	11%	1	-2	-9%
CCCCC1(C)OC(=O)C(=Cc2ccc(SC)cc2)C(=O)O1 (stereo unspecified)	3%	-20	-1%	-23%	-4	-5	7%
COc1ccc(C(=O)O/N=C/c2c(C(F)(F)F)nn(C)c2SCc2ccccc2Cl)cc1	0%	-82*	-4%	-19%	-3	-14	4%
CCOC(=O)c1cnn(CCOC(=O)Cc2cccs2)c1NC(=O)Cc1cccs1	-2%	13	0%	?	-3	10	-1%
Cc1ccc(NC(=O)COC(=O)C2(c3ccc(Cl)cc3)CCCC2)cc1	?	-38	2%	-43%	17	-9	-17%
O=C(Nc1ccc2c(c1)CCCN2C(=O)c1ccccc1)c1ccccc1Br	-6%	-70*	3%	-24%	8	10	-1%

Grouped by structure: those above with fluorine.
SMILES	AMA1 RON2 block	HCMV antiviral	Giardia FBPA inh	AmpC no deterg	Cycloheximide cs	Shiga inhibitor	AmpC inh detg
COc1ccc(-c2cc(C(F)(F)F)c(C#N)c(SCC(=O)Nc3nc(C)co3)n2)cc1	33%[activator]	26	3%	-14%	-5	-24	2%
O=C(Cc1c(F)cccc1Cl)Nc1cc(S(=O)(=O)N2CCOCC2)ccc1N1CCCC1	-12%	?	.	-35%	.	.	.
CC(c1ccccc1F)n1cc(C(=O)NCCCc2nc3ccccc3[nH]2)nn1 (stereo unspecified)	3%	5	1%	-5%	-3	57	-7%
O=C(Nc1ccc(F)cc1F)C1CCN(c2ncnc3c2sc2cccc(F)c23)CC1	-4%	4	2%	11%	1	-2	-9%
COc1ccc(C(=O)O/N=C/c2c(C(F)(F)F)nn(C)c2SCc2ccccc2Cl)cc1	0%	-82*	-4%	-19%	-3	-14	4%

Continuation.
SMILES	AMA1 RON2 block	HCMV antiviral	Giardia FBPA inh	AmpC no deterg	Cycloheximide cs	Shiga inhibitor	AmpC inh detg
Cc1cc(C(C)(C)C)ccc1NC(=O)CC(C)(C)CC(=O)O	15%	63	1%	-12%	49*	82*	-7%
O=C(NC(=S)Nc1ccccc1[N+](=O)[O-])c1ccccc1	19%	45	?	-33%	45*	96*	12%
CCCCCn1c(=O)c(C(=O)NCc2ccco2)c(O)c2ccccc21	19%	-29	-1%	-29%	-2	2	-5%
CC(C)CC1NC2(C(=O)N(C)c3ccccc32)C2C(=O)N(C(C)C)C(=O)C12 (stereo unspecified)	4%	7	-7%	20%	-4	-9	3%
C=CCn1c(SCc2ccccc2F)nc2cc(C(=O)O)ccc2c1=O	11%	?	4%	-55%	5	9	2%
Cc1ccc(C)c(C(=O)CCC(=O)N2CCN(c3cccc(C(F)(F)F)c3)CC2)c1	52%[activator]	-9	.	20%	.	.	1%
CC(=O)NCCOc1nc(N(C)C)nc(N2CCOCC2)n1	-4%	53	2%	-11%	2	-10	1%
Cc1cc(=O)[nH]c(-c2ccccc2)n1	1%	11	-2%	-16%	7	-21	-4%
CS(=O)(=O)Cc1cc(N2CCCC2)nc(-c2ccccc2)n1	4%	-4	3%	27%	1	-6	9%
CC(C)N1CCN(Cc2cc3c(cc2Cl)OCO3)CC1CCO (stereo unspecified)	4%	7	2%	-9%	-2	-11	0%
C/C(=N\NC(=O)CC(C)C)c1ccc(Cl)c(Cl)c1	25%	188	6%	-3%	9	3	-1%
CSc1sc(C(=O)NNC(=O)c2ccc(Cl)cc2)c2c1C=CCC2	77%[activator]	44	-8%	-47%	2	1	5%
COc1ccc(C(=O)/C=C/Nc2cc(C)on2)c(OC)c1	-3%	14	8%	-3%	25*	65	-8%
Cc1c(CC(=O)O)c(=O)oc2cc(OCc3ccc(F)cc3Cl)ccc12	-11%	87	12%	-18%	-9	-13	10%
CC(NC(=O)C(NS(=O)(=O)c1cccc2nsnc12)C(C)C)c1ccccc1 (stereo unspecified)	-8%	.	-1%	-15%	1	2	-18%
Cc1ccc(C(=O)c2ccccc2C(=O)Nc2ccccc2)cc1	-2%	57	.	-38%	.	.	?
Cc1ccc2nc(-c3ccncc3)cc(C(=O)Nc3ccc(F)cc3C)c2c1	10%	27	-9%	-6%	-2	-5	1%
Cc1c(C2(O)CCCCC2)[nH]c2cnccc12	23%	-12	.	-1%	.	.	0%
CCCSCCCNC(=O)CC1Oc2ccccc2NC1=O (stereo unspecified)	-6%	-14	3%	-14%	-5	-17	?
CCCc1cc(=O)oc2cc(OCc3ccc(C(=O)O)o3)ccc12	17%	-19	4%	-15%	6	0	0%
COc1ccccc1/C=N\N=C(\N)c1ccccn1	56%[activator]	-40	10%	-28%	55*	89*	-15%
O=C1c2cccnc2C(=O)N1c1cccc([N+](=O)[O-])c1	-23%	50	-5%	-12%	-4	-2	0%
CN1CCN(S(=O)(=O)c2ccc(NC(=O)c3cccs3)cc2)CC1	4%	3	1%	.	1	34	-5%
COC(=O)c1ccc(NC(=O)CSc2nnc(-c3ccncc3)n2C)cc1	0%	12	-1%	-14%	1	-3	-5%
COc1ccc(NC(=O)CN(Cc2ccccc2)Cc2ccccc2)cc1S(N)(=O)=O	-4%	-62*	-3%	26%	-2	-8	-9%

Three entries from above, as labelled records.
COc1ccccc1/C=N\N=C(\N)c1ccccn1
- AMA1 RON2 block: 56%[activator]
- HCMV antiviral: -40
- Giardia FBPA inh: 10%
- AmpC no deterg: -28%
- Cycloheximide cs: 55*
- Shiga inhibitor: 89*
- AmpC inh detg: -15%
CCCSCCCNC(=O)CC1Oc2ccccc2NC1=O (stereo unspecified)
- AMA1 RON2 block: -6%
- HCMV antiviral: -14
- Giardia FBPA inh: 3%
- AmpC no deterg: -14%
- Cycloheximide cs: -5
- Shiga inhibitor: -17
- AmpC inh detg: ?
CC(c1ccccc1F)n1cc(C(=O)NCCCc2nc3ccccc3[nH]2)nn1 (stereo unspecified)
- AMA1 RON2 block: 3%
- HCMV antiviral: 5
- Giardia FBPA inh: 1%
- AmpC no deterg: -5%
- Cycloheximide cs: -3
- Shiga inhibitor: 57
- AmpC inh detg: -7%

Single entries from the results shown.
Reading of O=C1/C(=C/c2cccnc2)SC(=NCc2ccccc2)N1Cc1ccccc1 under AmpC no deterg: -19%
Reading of CCCCC1(C)OC(=O)C(=Cc2ccc(SC)cc2)C(=O)O1 (stereo unspecified) under AMA1 RON2 block: 3%
Reading of COC(=O)c1ccc(NC(=O)CSc2nnc(-c3ccncc3)n2C)cc1 under HCMV antiviral: 12

Carrying on:
SMILES	AMA1 RON2 block	HCMV antiviral	Giardia FBPA inh	AmpC no deterg	Cycloheximide cs	Shiga inhibitor	AmpC inh detg
Cc1cc(C)c(S(=O)(=O)N2CCCCC2C(=O)O)c(C)c1 (stereo unspecified)	-1%	-22	-24%	-36%	0	-22	-3%
Cc1ccc(C)n1-c1ccc(N2CCOCC2)c(Br)c1	-10%	-10	1%	-10%	-2	-10	?
CC1CC(C)(C)CC2(C1)NC(=O)N(CC(=O)OCc1ccc(Br)cc1)C2=O (stereo unspecified)	26%[11.6 µM]	0	.	-14%	.	.	-17%
O=c1c2cc(N3CCOCC3)ccc2[nH]c(=S)n1Cc1cccc(Cl)c1	21%	-14	-1%	-2%	-4	-11	-7%
CCOC(=O)C1=C(c2ccccc2)NC(=O)N(C(C)=O)C1c1cccc([N+](=O)[O-])c1 (stereo unspecified)	-17%	-37	-6%	5%	-3	-8	-5%
CC(C)C(=O)N1CCN(S(=O)(=O)c2ccc3ccccc3c2)CC1	-22%	-30	9%	24%	-2	-13	-3%
COCCn1c(SCc2c(F)cccc2Cl)nc2c1c(=O)[nH]c(=O)n2C	-16%	-22	2%	-6%	-2	3	-13%
COc1ccc(-c2cc(C(=O)OCC(=O)NC(C)C)c3ccccc3n2)cc1	0%	42	4%	3%	3	17	0%
COC(=O)CN1C(=O)[C@H]2[C@@H](c3ccc(C)o3)N3C(=O)CN(Cc4ccc(-c5ccccc5)cc4)C(=O)[C@@]3(C)[C@H]2C1=O	-2%	15	-9%	256%[activator]	-1	-5	-4%
CCOC(=O)/C(C#N)=C/NC(=O)NC(C)(C)C	4%	-35	0%	-3%	-4	-8	-7%
